# TRHR agonist: TRH receptor (human) agonism. P34981. TRHR cells, calcium flux fluo-8, FDSS agonist mode. activation, % at 2 µM. actives 0.18% (n = 360,000). AID 493084; in the data active = activation above about 30%; note: 0% is about no effect
# Target sequence (P34981 whole entry, looked up): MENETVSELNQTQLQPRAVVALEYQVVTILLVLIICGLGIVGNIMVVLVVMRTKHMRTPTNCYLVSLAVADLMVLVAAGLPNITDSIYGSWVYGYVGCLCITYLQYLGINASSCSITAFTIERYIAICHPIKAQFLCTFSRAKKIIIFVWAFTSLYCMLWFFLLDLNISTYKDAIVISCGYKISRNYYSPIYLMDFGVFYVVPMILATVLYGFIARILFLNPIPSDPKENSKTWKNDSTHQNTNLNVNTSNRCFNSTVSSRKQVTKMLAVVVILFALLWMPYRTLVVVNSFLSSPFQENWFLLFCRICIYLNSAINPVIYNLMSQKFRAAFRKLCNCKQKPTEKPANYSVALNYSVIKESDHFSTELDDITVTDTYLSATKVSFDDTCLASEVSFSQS
#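 TRHR-expressing cells, plated overnight in medium with 10% serum, were loaded with fluo-8 calcium dye at room temperature. After a 10 s baseline, library compound was pin-added and calcium release was recorded kinetically (ex 480/em 530) as agonist response.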
# D2 agonist: activates the human D2 dopamine receptor | actives 0.53% (n = 340,000) | HEK293 T-REx D2 cells, calcium flux agonist mode | AID 485358 | P14416 | activation, % at 2 µM;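 active = activation over 3 SD above normal in the single-dose calcium agonist read, cut at about 30% in these data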; note: 0% is about no effect
#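 In this primary screen, compounds producing a positive calcium signal within 180 s of addition to tetracycline-induced, force-coupled HEK293 Trex D2 cells are flagged; cells are dye-loaded with a no-wash calcium kit beforehand.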
# mIDH1 inhibitor: human IDH1 R132H inhibition; Potency, µM (series often up to 76.6 µM), for the others: at the top dose activity change, negative = inhibition, actives largely listed as inhibitors; IDH1-R132H enzyme, NADPH consumption, diaphorase/resazurin fluorescence; actives 0.093% (n = 390,000); note: potency is the fitted concentration of half-maximal effect; % is set by controls: 0 for no effect and ±100 for the full control effect; nearly all actives have a fitted effect of over 65% in size
#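 IDH1-R132H (0.5 ug/mL dispensed) in pH 7.5 Tris buffer was preincubated 30 min with compound, then given a substrate mix of 0.016 mM NADPH and 2 mM alpha-KG for 80 min at room temperature; remaining NADPH was read by diaphorase/resazurin fluorescence.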
# USP1 inh: inhibitors of human USP1/UAF1 deubiquitinase; recombinant USP1/UAF1, Ub-Rhodamine cleavage fluorescence; Potency, µM (top dose mostly 57.1 µM), for inactives: top-dose activity change, negative = inhibition, usual class: inhibitors; actives 0.23% (n = 390,000); note: potency is the fitted concentration of half-maximal effect; % is set by controls: 0 for no effect and ±100 for the full control effect; nearly all actives have a fitted effect of over 60% in size; inactives centre near -12
#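 High-throughput fluorogenic screen: 1nM USP1/UAF1 complex, Ub-Rho substrate 150nM final, 50mM HEPES pH 7.8 with 0.5mM EDTA, 0.1 mg/ml BSA, 1mM TCEP and 0.01% Tween-20.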
# D2 antag: D2 dopamine receptor (human) antagonism; HEK293 TREx D2 cells, calcium flux, dopamine EC80; inhibition, % at 10 µM; actives 2% (n = 340,000); AID 485344; in the data active = inhibition above about 30%; note: 0% is about no effect
#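 Dopamine at EC80 is the agonist stimulus; test compounds precede it by 180 s. Calcium flux read kinetically in a force-coupled, inducible HEK293 T-REx D2 cell line.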
# TrxR1 substrate: substrates of rat thioredoxin reductase 1 | Potency, µM (doses to about 114 µM), for the others: at the highest dose activity change, negative = substrate turnover | actives 0.01% (n = 390,000) | O89049 | AID 588456 | purified TrxR1 substrate turnover, NADPH consumption readout; note: potency is the fitted concentration of half-maximal effect; % is set by controls: 0 for no effect and ±100 for the full control effect; nearly all actives have a fitted effect of over 50% in size
# Target sequence (O89049 whole entry, looked up): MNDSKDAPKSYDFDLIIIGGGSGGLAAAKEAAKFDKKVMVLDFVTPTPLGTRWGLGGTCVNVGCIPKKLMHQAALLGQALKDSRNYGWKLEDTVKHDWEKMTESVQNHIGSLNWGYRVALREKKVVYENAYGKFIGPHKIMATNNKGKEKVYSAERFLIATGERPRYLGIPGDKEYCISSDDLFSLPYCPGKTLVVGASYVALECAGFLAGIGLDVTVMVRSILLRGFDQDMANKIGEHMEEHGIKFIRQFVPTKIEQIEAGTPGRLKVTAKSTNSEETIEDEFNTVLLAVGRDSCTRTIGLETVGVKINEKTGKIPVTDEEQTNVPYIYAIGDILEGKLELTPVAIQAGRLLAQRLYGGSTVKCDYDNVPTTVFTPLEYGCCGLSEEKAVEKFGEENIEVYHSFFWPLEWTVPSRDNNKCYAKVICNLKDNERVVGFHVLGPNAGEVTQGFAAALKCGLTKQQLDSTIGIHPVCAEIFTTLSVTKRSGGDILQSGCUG
#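 Rat TrxR1, dispensed at 90 nM, was prereduced with 400 uM NADPH (final) for 5 min at ~22 deg C, then incubated with compound 15 min before 400 uM selenite. A first-read NADPH fluorescence drop versus no-compound background flagged substrates.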
# TRHR enhancer: allosteric enhancers of human TRH receptor | P34981 | TRHR cells, fluo-8 calcium fluorescence, EC20 TRH enhancement | actives 0.66% (n = 360,000) | enhancement, % at 2 µM; in the data active = enhancement above about 30%; note: 0% is about no effect
#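 Enhancer read-out: after compound pinning and an initial kinetic agonist-mode read, an EC20 of TRH (10 nM final) was injected and fluo-8 calcium signal (Ex 480/Em 530) followed at 1 s/cycle for 100 cycles in TRHR-expressing cells.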
# Pin1 inh: inhibitors of human Pin1. AID 504891. Potency, µM (top dose mostly 115 µM), for inactives: at the highest dose activity, negative = inhibition, usual class: inhibitors. Pin1 FP peptide displacement, HiFluor488, 10 min. actives 0.009% (n = 390,000); active = well fitted inhibition curve with a large enough effect in the polarisation, with a control signal flat, not every such curve was filed as active; inconclusive = small, poorly fitted or top-dose-only effect, or effect the other way, or a change in a side signal; inactive = no such curve, though single readings can be large or run the other way; the % refers to the polarisation; note: potency is the fitted concentration of half-maximal effect; % is set by controls: 0 for no effect and ±100 for the full control effect
# Target sequence (Q13526 whole entry, looked up): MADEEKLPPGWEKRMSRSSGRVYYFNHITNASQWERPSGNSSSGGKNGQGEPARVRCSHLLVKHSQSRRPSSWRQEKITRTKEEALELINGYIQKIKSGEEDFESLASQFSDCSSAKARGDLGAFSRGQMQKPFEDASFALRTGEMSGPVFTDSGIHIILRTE
# rTrxR1 inhibitor: inhibitors of rat thioredoxin reductase 1 | O89049 | recombinant rTrxR1, NADPH fluorescence consumption, selenite substrate | Potency, µM (highest dose often 114 µM), without a hit: top-dose activity change, negative = inhibition, most hits filed as inhibitors | actives 1% (n = 390,000); note: potency is the fitted concentration of half-maximal effect; % is set by controls: 0 for no effect and ±100 for the full control effect; nearly all actives have a fitted effect of over 65% in size
#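 Rat TrxR1 (90 nM in the dispensed reagent) was pre-reduced with 400 uM NADPH for 5 min at room temperature, then incubated with compound for 15 min. After 400 uM selenite was added, NADPH fluorescence (Ex 340/Em 450 nm) was followed for 8 min.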
# * = called active by the depositor; u = inconclusive; x = no result given; & = joins results of further samples; [ ] = another dose, or the depositor's remark. Unless noted, calls come from the whole dose curve; as a rule, active = well fitted inhibition curve with a large enough effect; inconclusive = small, poorly fitted or top-dose-only effect; inactive = no such curve, though single readings can be large or run the other way.
(1) C=CCNCCCOc1ccc(C)cc1Br
(2) O=C(CCNS(=O)(=O)c1ccc(Br)cc1)NCc1ccc2c(c1)OCO2
(3) COC(=O)c1ccc(NC(=O)C2CC(=O)OC2c2ccccc2)cc1 (stereo unspecified)
(4) CCN(CC)S(=O)(=O)c1ccc(N2CCOCC2)c(NC(=O)c2ccc(N3CCCC3=O)cc2)c1
(5) O=C(NCc1ccccc1)c1c2c(nc3ccccc13)C(=O)N(C1CCCCC1)C2
(6) COc1ccc(OC)c(NC(=O)c2ccc3nc(C(C)C)oc3c2)c1
screen / no.,1,2,3,4,5,6
TRHR agonist,1.0,-0.3,1.0,0.5,-0.6,0.6
D2 agonist,-0.3,-0.6,0.0,-0.9,0.6,x
mIDH1 inhibitor,2%,0%,23%,1%,-17%,-14%
USP1 inh,-19%,2%,-2%,-1%,2%,-10%
D2 antag,-21,-10,35*,-6,x,x
TrxR1 substrate,6%[57.1 µM],-7%,-4%,1%,2%[57.1 µM],4%[57.1 µM]
TRHR enhancer,16,-4,-3,4,-8,3
Pin1 inh,-9%,-2%,-2%,-2%,-4%,-3%
rTrxR1 inhibitor,7%[57.1 µM],9%,14%[57.1 µM],9%,15%[57.1 µM],24%[57.1 µM]

(7) COc1cc(CN2CCN(S(=O)(=O)c3ccc(F)cc3)CC2)cc(OC)c1OC
(8) COC(=O)C(C)Oc1ccc2cc(-c3ccccc3)c(=O)oc2c1 (stereo unspecified)
(9) COc1ccccc1C(=O)Nc1ccnn1C1CCN(C(=O)c2cnsn2)CC1
(10) Cc1cccc(OCCCSc2nc(-c3ccc(C(C)(C)C)cc3)nc3cc(=O)[nH]n23)c1C
(11) Cc1onc(-c2ccccc2)c1C(=O)NCCc1c[nH]c2ccccc12
(12) COCCN(C(=O)c1csnn1)C(C(=O)NC1CCCCC1)c1ccc(C)cc1 (stereo unspecified)
screen / no.,7,8,9,10,11,12
TRHR agonist,-0.1&0.1,-0.6,-0.9,-0.3,-0.3,-0.2
D2 agonist,0.2&1.0,-0.1,1.1,0.3,0.4,-4.1
mIDH1 inhibitor,3%&9%,24%,3%,x,-1%,-9%
USP1 inh,-27%&-6%,-23%,-8%,u,-6%,-19%
D2 antag,-3,-10,3,x,-15,-7
TrxR1 substrate,-3%&-3%,845%[activator],4%,6%[57.1 µM],2%,-3%
TRHR enhancer,-1&8,6,-3,5,3,-4
Pin1 inh,-16%&7%,-3%,-6%,x,1%,0%
rTrxR1 inhibitor,10%&-2%,u,20%,7%[57.1 µM],12%,11%

(13) Cc1cc(=O)oc2c3c(cc(OCC(=O)NCc4ccncc4)c12)OC(C)(C)CC3
(14) C=CCNC1=C(Cl)C(=O)c2ccccc2C1=O
(15) CCOc1ccc(NC(=O)CN2CCN(S(=O)(=O)c3ccc(Cl)cc3)CC2)cc1
(16) CN(C)CCCN(C(=O)C1COc2ccccc2O1)c1nc2ccc(F)cc2s1 (stereo unspecified)
(17) Cc1cc(NC(=O)CSc2nc3c(c(=O)n2Cc2ccccc2)SC(C)C3)no1 (stereo unspecified)
(18) O=C(NC1CCCC1)C1CCCN(C(=O)Nc2ccccc2)C1 (stereo unspecified)
screen / no.,13,14,15,16,17,18
TRHR agonist,0.0,-0.6,x,0.9,-0.7,-0.5
D2 agonist,-0.6,-1.1,x,0.4,0.8,x
mIDH1 inhibitor,-1%,0%,3%,0%,-3%,-3%
USP1 inh,-18%,u,u,-12%,-13%,-9%
D2 antag,-5,14,x,4,10,x
TrxR1 substrate,170%[activator][57.1 µM],-13%,5%[57.1 µM],-1%,-4%,3%
TRHR enhancer,-3,-5,x,0,0,-1
Pin1 inh,6%,0%,15%,-2%,0%,-11%
rTrxR1 inhibitor,19%[57.1 µM],u,14%[57.1 µM],-1%,9%,8%

(19) Cc1c(N(C(=O)CNC(=O)c2ccccc2)C2(C(=O)NC3CCCC3)CCCCC2)c(=O)n(-c2ccccc2)n1C
(20) O=C(CSc1nncn1-c1ccccc1)c1c[nH]c2ccccc12
(21) Cc1ccc(CNC(=O)Cc2csc3ccccc23)cc1
(22) CCSc1cc(N2CC(C)OC(C)C2)nc(-c2ccccc2Cl)n1 (stereo unspecified)
(23) Cc1cc(Cl)nc(-c2ccccc2)n1
(24) CCOc1ncccc1C(=O)Nc1c(C)n(C)n(-c2ccccc2)c1=O
screen / no.,19,20,21,22,23,24
TRHR agonist,0.3,0.2,-1.6,0.1,0.5,0.4
D2 agonist,x,-0.4,1.9,x,-0.5,x
mIDH1 inhibitor,8%,-3%,-16%,-1%,1%,0%
USP1 inh,-15%,-18%,-18%,-6%,-17%,-15%
D2 antag,x,5,x,x,-5,x
TrxR1 substrate,7%,-4%[57.1 µM],3%,-3%,2%,3%
TRHR enhancer,1,-3,-8,0,13,-17
Pin1 inh,0%,6%,11%,1%,3%,-5%
rTrxR1 inhibitor,20%[57.1 µM],3%[57.1 µM],-12%,-8%,13%,6%

(25) Cc1ccc(CNC(=O)COC(=O)c2ccc(Br)o2)cc1
(26) OCCN(CCO)CC(O)COc1ccc(C23CC4CC(CC(C4)C2)C3)cc1 (stereo unspecified)
(27) Cc1ccccc1OCC(=O)NC(=S)Nc1ccc(Br)c(C)n1
(28) Cc1nn(Cc2nnc(SCC(=O)Nc3cccc(C(F)(F)F)c3)n2C)c(C)c1[N+](=O)[O-]
(29) N#CCCn1c2ccccc2c2nc3ccccc3nc21
(30) COc1ccccc1NC(=O)c1cc2c(C)nn(-c3ccccc3)c2s1
screen / no.,25,26,27,28,29,30
TRHR agonist,-1.0,0.3,0.4,-0.6,-0.9,-1.0
D2 agonist,-0.7,x,0.2,-1.1,-0.3,-2.1
mIDH1 inhibitor,-16%,2%,1%,0%,-2%,20%
USP1 inh,-1%,-12%,-3%,-7%,3%,-14%
D2 antag,-2,x,-4,-14,3,x
TrxR1 substrate,-3%,-6%,7%,-9%[57.1 µM],12%[57.1 µM],12%
TRHR enhancer,2,2,7,15,-7,3
Pin1 inh,8%,0%,-14%,3%,3%,16%
rTrxR1 inhibitor,17%,-6%,25%,17%[2.29 µM],-7%,24%

# Arranged by value in rTrxR1 inhibitor (largest number first): four of the compounds above
entry	Structure	rTrxR1 inhibitor
27	Cc1ccccc1OCC(=O)NC(=S)Nc1ccc(Br)c(C)n1	25%
25	Cc1ccc(CNC(=O)COC(=O)c2ccc(Br)o2)cc1	17%
26	OCCN(CCO)CC(O)COc1ccc(C23CC4CC(CC(C4)C2)C3)cc1 (stereo unspecified)	-6%
29	N#CCCn1c2ccccc2c2nc3ccccc3nc21	-7%

# (cont.)
(31) COc1ccc(OC)c(CNC(=O)c2cc(S(=O)(=O)N3CCC(C)CC3)cn2C)c1
(32) O=C(CCC(=O)N1CCCCC1)Nc1nnc(C2CCCCC2)s1
(33) Nc1nc(N2CCCCC2)nc(N(c2ccccc2)c2ccccc2)n1
(34) CCCCCSc1nnc2c(n1)OC(C)N(C(C)=O)c1ccccc1-2 (stereo unspecified)
(35) O=C(Nc1ccc(NC(=S)NC(=O)c2ccccc2F)cc1)c1cccs1
(36) O=C(/C=C/c1ccccc1)N/C(=C/c1ccccc1)C(=O)NCCCO
screen / no.,31,32,33,34,35,36
TRHR agonist,-1.3,0.0,0.6,-0.7,-0.6,0.2
D2 agonist,-0.9,1.0,0.3,1.3,18,1.7
mIDH1 inhibitor,19%,2%,-1%,5%,4%,1%
USP1 inh,-9%,-17%,-5%,-12%,-7%,-25%
D2 antag,x,-1,-1,-9,-11,17
TrxR1 substrate,-10%[57.1 µM],8%,-2%,7%[57.1 µM],8%[57.1 µM],-6%
TRHR enhancer,-3,-5,3,14,0,-1
Pin1 inh,8%,2%,u,4%,7%,-1%
rTrxR1 inhibitor,-7%[57.1 µM],9%,0%,27%[57.1 µM],-44%,-4%

(37) Cc1ccc(NC(=S)NCCc2c[nH]c3ccccc23)c(C)c1
(38) COc1ccc(NC(=O)NCCN2CCc3ccccc3C2)cc1
(39) CC(C)(O)C#Cc1ccc(C(=O)NCCC(=O)O)s1
(40) O=C(Nc1nc2cc3c(cc2s1)OCO3)c1ccc(N2C(=O)CCC2=O)cc1
(41) Cc1c(Cl)cccc1NC(=S)N(CCN(C)C)C(C)c1ccco1 (stereo unspecified)
(42) Cc1cccc(NC(=O)CC2c3ccccc3Oc3ccccc32)c1
screen / no.,37,38,39,40,41,42
TRHR agonist,-1.8,-0.3,-0.8,-0.5,-0.4,0.0
D2 agonist,0.7,-0.1,2.7,0.9,x,-0.6
mIDH1 inhibitor,5%,0%,-8%,-10%,-4%,0%
USP1 inh,-13%,-17%,-22%,-19%,-2%,-10%
D2 antag,-18,-24,-10,-2,x,-15
TrxR1 substrate,1%,-1%,-7%,4%,110%[activator],-12%
TRHR enhancer,1,-1,1,-5,-8,0
Pin1 inh,-4%,1%,5%,25%,5%,7%
rTrxR1 inhibitor,-1%,7%,-7%,24%,-20%,-18%

(43) COC(=O)C(=Cc1ccc(OCc2ccc([N+](=O)[O-])cc2)c(OC)c1)C(=O)OC
(44) Cc1cnc(N2C(=O)c3ccc([N+](=O)[O-])cc3C2=O)s1
(45) Cn1c(CO)cnc1S(=O)(=O)Cc1ccc(Cl)cc1
(46) CCCCN(C)S(=O)(=O)c1ccc(C(=O)Nc2nnc(-c3cccs3)o2)cc1
(47) O=C(O)CNC(=O)/C(=C/c1cccc([N+](=O)[O-])c1)NC(=O)c1ccco1
screen / no.,43,44,45,46,47
TRHR agonist,-0.5,-1.3,0.1,-1.1,0.0
D2 agonist,0.0,6.4,-0.1,0.9,1.0
mIDH1 inhibitor,0%,-3%,-2%,x,0%
USP1 inh,-10%,-2%,-19%,x,-15%
D2 antag,20,-7,5,12,2
TrxR1 substrate,-7%,7%[57.1 µM],9%,x,4%[57.1 µM]
TRHR enhancer,11,-4,3,0,6
Pin1 inh,5%,-4%,-8%,x,-14%
rTrxR1 inhibitor,u,24%[57.1 µM],19%,x,2%[57.1 µM]

# Assay outcomes from PubChem BioAssay.

# Not all compounds are listed; rates above refer to the full screens.
